Screening results as filed in PubChem.
RXFP1 agonist: agonists of human relaxin receptor RXFP1. Potency, µM (titrated, usually from 57.5 µM), for inactives: at the highest dose activation, hits mostly activators. 0.3% of 370,000 active. HEK293T-RXFP1 cAMP TR-FRET, 30 min; response scale: percent of porcine relaxin response, buffer zero; note: potency is the fitted concentration of half-maximal effect; % is set by controls: 0 for no effect and ±100 for the full control effect; nearly all actives have a fitted effect of over 60% in size; many of its hits are not listed in these tables
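Agonist response is measured as cAMP accumulation in an RXFP1-transfected HEK293T line under PDE4 inhibition. Values are scaled between buffer-only and 29 nM porcine relaxin, and EC50s come from standard Hill equation fits.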
LDHA block: blocks human lactate dehydrogenase A; P00338; purified LDHA, NADH/diaphorase-resazurin fluorescence; stronger effect = lower value; activity change, % (values are at about 110 or 230 µM); 0.15% of 480,000 active; AID 1347041; in the data active = activity change below about -30%; inconclusive = mostly about -25% to -30%;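 note: plate controls were DMSO wells for no effect and wells without enzyme for full effect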
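Human LDH5 (2 nM) was incubated with 0.06 mM NADH and 0.2 mM pyruvate for 5 min at room temperature in Tris pH 7.4. Remaining NADH was coupled through diaphorase/resazurin, and resorufin fluorescence was read at 0 and 20 min.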
Vif-APOBEC3G blk: blocks the Vif interaction with human APOBEC3G. Q9HC16. HeLa A3G-eYFP + Vif (tagged APOBEC3G with the HIV-1 protein that degrades it), YFP fluorescence, overnight. Potency, µM (highest dose often 46.1 µM), for the others: at the highest dose activity, negative = active, usual class: inhibitors. 0.076% of 410,000 active. AID 602310;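 note: potency is the fitted concentration of half-maximal effect; % is set by controls: 0 for no effect and ±100 for the full control effect; nearly all actives have a fitted effect of over 60% in size; hits raise eYFP signal because A3G escapes Vif-driven loss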
Target sequence (Q9HC16 whole entry, looked up): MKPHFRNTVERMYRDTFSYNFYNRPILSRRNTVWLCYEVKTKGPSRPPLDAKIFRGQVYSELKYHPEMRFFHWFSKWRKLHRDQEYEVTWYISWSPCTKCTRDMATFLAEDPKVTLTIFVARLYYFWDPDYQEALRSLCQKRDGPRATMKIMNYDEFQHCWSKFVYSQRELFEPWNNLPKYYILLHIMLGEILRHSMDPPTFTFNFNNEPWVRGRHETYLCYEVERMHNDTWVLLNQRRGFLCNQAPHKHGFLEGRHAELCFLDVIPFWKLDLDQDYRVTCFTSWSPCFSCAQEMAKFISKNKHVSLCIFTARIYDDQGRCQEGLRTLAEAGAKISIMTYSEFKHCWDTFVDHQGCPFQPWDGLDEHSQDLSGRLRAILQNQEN
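Read-out is eYFP fluorescence (Ex 488/Em 500-530) from Vif-expressing HeLa A3G-eYFP cells; more signal means A3G escaped Vif-mediated degradation. Cells plated overnight, compound pinned in, incubated overnight at 37 deg C.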
USP1-UAF1 inh: blocks the human USP1/UAF1 deubiquitinase complex; recombinant USP1/UAF1, Ub-Rhodamine cleavage fluorescence; Potency, µM (series often up to 57.1 µM), for inactives: top-dose activity change, negative = inhibition, actives largely listed as inhibitors; 0.23% of 390,000 active; O94782; note: potency is the fitted concentration of half-maximal effect; % is set by controls: 0 for no effect and ±100 for the full control effect; nearly all actives have a fitted effect of over 60% in size; inactives centre near -12
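Step one: compound is pinned into 1nM USP1/UAF1 in HEPES pH 7.8 buffer with TCEP. Step two: 15 min room-temperature incubation. Step three: Ub-Rho (150nM final) starts cleavage, tracked by fluorescence over six one-minute reads.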
GRP78 ERSR act: inducers of ER stress response in human glioma cells; U87-MG GRP78 promoter luciferase reporter, 16 h; 0.02% of 420,000 active; Potency, µM, without a hit: at the highest dose activation, hits mostly activators; note: potency is the fitted concentration of half-maximal effect; series mostly up to about 76 µM; % of control where 0% means no effect; nearly all actives have a fitted effect of over 35% in size
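Stably transfected U87-MG glioma cells carrying a GRP78-based luciferase sensor; 16 h compound incubation. Luminescence end-point read 10 min after Bright-Glo addition at room temperature.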
TrxR1 substrate: substrates of rat thioredoxin reductase 1; purified TrxR1 substrate turnover, NADPH consumption readout; Potency, µM (series often up to 114 µM), inactives show at the highest dose activity change, negative = substrate turnover; 0.01% of 390,000 active; AID 588456; note: potency is the fitted concentration of half-maximal effect; % is set by controls: 0 for no effect and ±100 for the full control effect; nearly all actives have a fitted effect of over 50% in size
Target sequence (O89049 whole entry, looked up): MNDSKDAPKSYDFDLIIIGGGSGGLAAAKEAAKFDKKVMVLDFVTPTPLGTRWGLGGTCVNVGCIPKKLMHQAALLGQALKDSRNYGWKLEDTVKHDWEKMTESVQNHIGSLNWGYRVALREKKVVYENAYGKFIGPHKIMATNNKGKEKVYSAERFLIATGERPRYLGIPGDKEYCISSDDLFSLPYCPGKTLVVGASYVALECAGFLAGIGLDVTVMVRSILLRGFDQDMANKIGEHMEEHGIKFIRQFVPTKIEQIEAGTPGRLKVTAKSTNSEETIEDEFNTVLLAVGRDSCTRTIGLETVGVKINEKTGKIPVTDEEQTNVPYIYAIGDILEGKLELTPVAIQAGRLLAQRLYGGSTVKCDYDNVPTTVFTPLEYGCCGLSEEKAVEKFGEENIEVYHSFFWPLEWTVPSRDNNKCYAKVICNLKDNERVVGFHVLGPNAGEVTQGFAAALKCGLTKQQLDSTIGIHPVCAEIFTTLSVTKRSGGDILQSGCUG
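Rat TrxR1, dispensed at 90 nM, was prereduced with 400 uM NADPH (final) for 5 min at ~22 deg C, then incubated with compound 15 min before 400 uM selenite. A first-read NADPH fluorescence drop versus no-compound background flagged substrates.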
IDH1 R132H inh: human IDH1 R132H inhibition; IDH1-R132H enzyme, NADPH consumption, diaphorase/resazurin fluorescence; Potency, µM (highest dose often 76.6 µM), for the others: at the highest dose activity change, negative = inhibition, hits mostly inhibitors; 0.093% of 390,000 active; AID 602179; note: potency is the fitted concentration of half-maximal effect; % is set by controls: 0 for no effect and ±100 for the full control effect; nearly all actives have a fitted effect of over 65% in size
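IDH1-R132H (0.5 ug/mL) preincubated 30 min with compound, then NADPH (0.016 mM) and alpha-KG (2 mM) added; 80 min at RT, pH 7.5. Remaining NADPH coupled via diaphorase/resazurin to fluorescence (540/590 nm); concentration-response curves normalized to no-enzyme control.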
PI4K2A inh: PI4K2A (human) kinase inhibition | Q9BTU6 | purified PI4K2A, ADP-Glo luminescence, 1 h; stronger effect = lower value | activity change, negative = inhibition, % at 76.9 µM | 0.13% of 420,000 active | AID 1346378; in the data active = activity change below about -50%; inconclusive = mostly about -30% to -49%;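 note: -100% = wells without enzyme as full effect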
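Compounds are screened against recombinant PI4K2A using PI as substrate and ATP, the latter dispensed at 300 microM. Reactions run one hour at ambient temperature before ADP-Glo detection; full inhibition defined by wells lacking enzyme.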
Vif-APOBEC3F blk: inhibitors of Vif-A3F interaction; Potency, µM (titrated, usually from 46.1 µM), without a hit: top-dose activity, negative = active; HeLa A3F-eYFP + Vif (tagged APOBEC3F with the HIV-1 protein that degrades it), YFP fluorescence increase; 0.2% of 390,000 active; AID 602313; note: potency is the fitted concentration of half-maximal effect; % of control where 0% means no effect; nearly all actives have a fitted effect of over 65% in size
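HeLa cells stably expressing Vif plus C-terminally eYFP-tagged A3F were seeded, incubated overnight at 37 deg C, dosed with compound, incubated overnight again at 37 deg C. Yellow fluorescence (Ex 488/Em 500-530) reported blocked Vif-mediated A3F-eYFP degradation.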
* marks the source's active call; other numbers are inactive results; ? = inconclusive; . = not tested or not shown; [ ] = remark or other dose. Unless noted, calls come from the whole dose curve; as a rule, active = well fitted curve in the direction sought with a large enough effect; inconclusive = small, poorly fitted or top-dose-only effect, or another doubt; inactive = no such curve, though single readings can be large; an effect the other way counts as inactive or inconclusive.

#	Compound	RXFP1 agonist	LDHA block	Vif-APOBEC3G blk	USP1-UAF1 inh	GRP78 ERSR act	TrxR1 substrate	IDH1 R132H inh	PI4K2A inh	Vif-APOBEC3F blk
1	C(=N\N1CCN(c2ccccn2)CC1)/c1cccc2ccccc12	3.8%	0	-7%	?	-5%	9%[57.1 µM]	3%	0	2%
2	COc1ccc(NC(=O)N2CCNC(=O)C2CC(=O)Nc2ccc(F)cc2)cc1 (stereo not drawn)	1.6%	-5	1%	-10%	2%	-9%	6%	1	-7%
3	CCOC(=O)Nc1nc(C)c(C(=O)c2ccc(Cl)cc2)s1	2.4%	-2	0%	5%	2%	-7%	8%	2	-21%
4	CC(C)c1ccc(NC(=O)CN2C(=O)CSc3ccc(S(=O)(=O)N4CCCC4)cc32)cc1	0.0%	3	2%	-3%	-2%	-7%	-11%	6	3%
5	O=C1/C(=C/c2ccccc2O)SC(=S)N1Cc1cccnc1	1.0%	-3	?	-22%	0%	0%	0%	12	0%
6	COCc1ccc(CN2CCCC(CCC(=O)NCc3cccc(OC)c3)C2)o1 (stereo not drawn)	2.5%	-4	1%	-10%	-2%	-8%	-9%	4	0%
7	CC1(C)CC2(CC(C)(C(=O)CSc3nc4ccccc4s3)OC2=O)C(=O)O1 (stereo not drawn)	1.6%	-14	0%	-7%	-4%	7%	4%	-8	-2%
8	COC(=O)c1[nH]nc(-c2ccccc2)c1-c1ccccc1	.	-10	2%	6%	-5%	3%[11.4 µM]	0%	-4	-7%
9	N#CCCN(C(=O)CN1c2cccc3cccc(c23)S1(=O)=O)c1ccccc1	.	-5	-5%	-11%	0%	25%	8%	1	-4%
10	Cc1nc2nc(-c3ccc(Cl)cc3)cn2nc1C	2.0%	-1	3%	-19%	-3%	31%[activator]	4%	0	6%
11	CC(C)(O)CC[C@@H](O)[C@](C)(O)C1CC[C@@]2(O)C3=CC(=O)[C@@H]4C[C@@H](O)[C@@H](O)C[C@]4(C)C3CC[C@]12C (stereo partly drawn)	.	-3	-2%	-10%	0%	3%	-15%[38.3 µM]	4	5%
12	COc1ccc(C(CNC(=O)c2cccc(NC(=O)c3cccs3)c2)N2CCCC2)cc1 (stereo not drawn)	0.9%	-7	1%	2%	0%	-5%	8%	1	0%
13	COc1ccccc1C(=O)Nc1ccc(OCc2cc(=O)n3ccsc3n2)cc1	21%	0	-4%	-30%	-2%	32%	0%	-7	0%
14	COc1ccc(OC(C)C(=O)N(C)Cc2nc(-c3ccc(C)cc3)no2)cc1 (stereo not drawn)	2.5%	-1	-1%	-19%	-3%	4%[57.1 µM]	2%	0	6%
15	CCOc1ccc(NC(=O)CN(c2ccc(OC)c(OC)c2)S(=O)(=O)c2ccc(C)cc2)cc1	2.9%	-1	4%	-23%	-9%	5%	1%	0	2%
16	COc1ccccc1NC(=O)Cn1nc(C(F)(F)F)c2c1CCCC2	2.0%	-4	3%	-12%	-3%	-3%[57.1 µM]	11%	-4	3%
17	COc1ccccc1CNCc1cc(OC)c(OC)cc1OC	1.1%	-17	0%	-11%	-2%	9%	3%	6	-2%
18	CCCc1c(C(=O)N/N=C/c2ccncc2)nnn1-c1nonc1N	-2.3%	-6	-3%	-18%	-1%	3%	5%	3	-8%
19	CCCc1ccc(OCc2ccc(C(=O)OC)o2)c(OC)c1	0.6%	-3	-11%	-17%	-8%	5%	2%	-5	-5%
20	CC(=O)Nc1ccc2nc(-c3cccs3)[nH]c2c1	1.5%	-9	2%	-1%	0%	498%[activator][57.1 µM]	-1%	3	3%
21	Cc1ccc(C)c(OC(=O)CSc2nnc(-c3cccs3)o2)c1	-4.5%	-3	2%	-20%	-1%	4%	-23%	4	-8%
22	COc1ccc(CNc2nc3ccccc3n2Cc2ccc(Cl)cc2)cc1OC	2.5%	-2	4%	-2%	-6%	-1%[57.1 µM]	-5%	3	8%
23	O=C(COc1ncnc2ccccc12)N1CCN(C(=O)c2ccco2)CC1	3.7%	-2	0%	-21%	1%	0%[57.1 µM]	6%	0	-13%
24	CNc1c(NS(=O)(=O)c2cc(OC)ccc2OC)c(=O)oc2ccccc12	2.4%	1	1%	1%	-4%	-7%[57.1 µM]	-2%	1	-13%
25	Cc1ccc(C(=O)Nc2ccc(S(=O)(=O)N3CCOCC3)cc2)cc1C	-0.6%	-6	5%	3%	0%	1%	5%	2	5%
26	COc1cc(/C=C2\SC(=S)N(CCC(=O)Nc3cccc(O)c3)C2=O)cc(OC)c1OC	-1.7%	-7	-19%	-8%	-8%	-11%	-3%	2	0%
27	O=C(Nc1ccc2c(c1)CCC2)c1cccc(F)c1	-0.2%	-5	1%	-27%	1%	-16%	5%	-3	-1%
28	CCCCN(C(=O)CSc1nnc(Nc2ccc(C)c(C)c2)s1)c1c(N)n(Cc2ccccc2)c(=O)[nH]c1=O	0.1%	-5	-5%	-6%	3%	0%	7%	-3	6%
29	CCOc1ccc(Cc2nn[nH]n2)cc1	0.1%	-10	1%	-8%	-7%	-5%	-1%	5	-7%
30	CCOC(=O)CSCC(=O)N1N=C(c2cccs2)CC1c1ccc(F)cc1 (stereo not drawn)	0.3%	-4	-5%	-13%	-2%	12%	1%	3	14%
31	CC(=O)Nc1ccc(N=Cc2c(O)c3ccccc3oc2=O)cc1	-2.2%	-1	4%	-7%	1%	-1%	-13%	-2	1%
32	CC(=O)N1CCc2ccc(S(=O)(=O)Nc3ccccc3Cl)cc21	19%	-2	-4%	-1%	-3%	2%	1%	-1	2%
33	CC(=O)OC1CCC2(C)C(CCC3C2CC(=NO)C2(C)C(C(C)OC(C)=O)CCC32)C1 (stereo not drawn)	.	5	-5%	-16%	-4%	-2%	-6%	4	-8%
34	CCOC(=O)C1(C)CCCN(C(=O)c2ccc(F)c(Cl)c2)C1 (stereo not drawn)	.	-10	-5%	.	-3%	.	.	4	.
35	Cc1nn(C(C)(C)C)c(OC(=O)c2ccc3c(c2)OCO3)c1Sc1ccccc1	-1.4%	-1	-3%	-8%	-3%	5%[11.4 µM]	1%	-2	-24%
36	O=C(c1nc2nc(-c3ccccc3)cc(C(F)(F)F)n2n1)N1CCCCC1	1.0%	-3	1%	-9%	1%	6%	-4%	3	-11%
37	Cc1ccc2c(c1)CCCN2C(=O)c1c(C)noc1C	-0.2%	5	-1%	0%	-2%	2%	-1%	6	-2%
38	N#Cc1c(N)nc2c(c1-c1cccc(O)c1)CCCCCC2	0.6%	-7	-8%	-22%	-5%	15%	1%	-2	-6%
39	CC1CCN(c2nc3nonc3nc2N2CCC(C)CC2)CC1	-4.8%	-12	-1%	-6%	-3%	3%[57.1 µM]	2%	1	0%

Arranged by SMILES length (ascending): eight of the compounds above.
#	Compound	RXFP1 agonist	LDHA block	Vif-APOBEC3G blk	USP1-UAF1 inh	GRP78 ERSR act	TrxR1 substrate	IDH1 R132H inh	PI4K2A inh	Vif-APOBEC3F blk
27	O=C(Nc1ccc2c(c1)CCC2)c1cccc(F)c1	-0.2%	-5	1%	-27%	1%	-16%	5%	-3	-1%
37	Cc1ccc2c(c1)CCCN2C(=O)c1c(C)noc1C	-0.2%	5	-1%	0%	-2%	2%	-1%	6	-2%
39	CC1CCN(c2nc3nonc3nc2N2CCC(C)CC2)CC1	-4.8%	-12	-1%	-6%	-3%	3%[57.1 µM]	2%	1	0%
32	CC(=O)N1CCc2ccc(S(=O)(=O)Nc3ccccc3Cl)cc21	19%	-2	-4%	-1%	-3%	2%	1%	-1	2%
35	Cc1nn(C(C)(C)C)c(OC(=O)c2ccc3c(c2)OCO3)c1Sc1ccccc1	-1.4%	-1	-3%	-8%	-3%	5%[11.4 µM]	1%	-2	-24%
26	COc1cc(/C=C2\SC(=S)N(CCC(=O)Nc3cccc(O)c3)C2=O)cc(OC)c1OC	-1.7%	-7	-19%	-8%	-8%	-11%	-3%	2	0%
33	CC(=O)OC1CCC2(C)C(CCC3C2CC(=NO)C2(C)C(C(C)OC(C)=O)CCC32)C1 (stereo not drawn)	.	5	-5%	-16%	-4%	-2%	-6%	4	-8%
28	CCCCN(C(=O)CSc1nnc(Nc2ccc(C)c(C)c2)s1)c1c(N)n(Cc2ccccc2)c(=O)[nH]c1=O	0.1%	-5	-5%	-6%	3%	0%	7%	-3	6%

Only part of the results is shown; count on the stated rates, not on these rows.
